CBFb-SMMHC binding: Runt domain/CBFb-SMMHC interaction disruptors – biochemical, TR-FRET (AID 1438); 2,200 tested, 2% active; inhibition, % at 20 µM; hits with a dose series show IC50 in µM; TR-FRET Runt domain–CBFb-SMMHC binding, biochemical; higher % means a stronger effect; in the data active means inhibition from about 52%, or a potency from the dose series; inactive means the rest, 99 in 100 with inhibition below about 48%
The depositor's hits bear a star; i = inactive. Some of the compounds tested, so the mix of outcomes need not match the whole.

1	CC1(C(=O)NNC(=O)c2ccc(=O)oc2)CC1Br (stereo not given)
  CBFb-SMMHC binding: -10%

2	Cc1cccn2c(=O)c3cc(C(=O)NC(C)c4ccccc4)c(=N)n(CCCn4ccnc4)c3nc12 (stereo not given)
  CBFb-SMMHC binding: -8%

3	O=C(Cn1cnc2c(nnn2-c2ccc(F)cc2)c1=O)NCC1CCCO1 (stereo not given)
  CBFb-SMMHC binding: -3%

4	COc1ccccc1N(CC(=O)N/N=C/c1c(O)ccc2ccccc12)S(C)(=O)=O
  CBFb-SMMHC binding: -15%

5	CNC(=O)C1(C)C=CCN1C(=O)c1ccccc1 (stereo not given)
  CBFb-SMMHC binding: -8%

6	Cc1c(C(=O)O)cccc1-n1c(C)cc(C=O)c1C
  CBFb-SMMHC binding: -10%

7	Cc1cc(-n2c(=O)c(C#N)cc3c(=O)n4ccccc4nc32)no1
  CBFb-SMMHC binding: 20%

8	CC(C)Cn1nc(NC(=O)c2ccco2)c2cc3ccccc3nc21
  CBFb-SMMHC binding: -5%

9	COc1cc2nc(/C=C/c3ccc(N(C)C)cc3)sc2cc1SC
  CBFb-SMMHC binding: -18%

10	N#Cc1c(N)n(C2CCCCC2)c2nc3ccccc3nc12
  CBFb-SMMHC binding: 26%

11	COc1ccc(C2C=C(c3ccc(C)c(C)c3)Nc3ncnn32)c(OC)c1OC (stereo not given)
  CBFb-SMMHC binding: 16%

12	CCOCCCn1c(=NC(=O)c2cccs2)c(C#N)cc2c(=O)n3cccc(C)c3nc21
  CBFb-SMMHC binding: -10%

13	Cc1c(O)ccc2c3c(c(=O)oc12)CCC(C)C3 (stereo not given)
  CBFb-SMMHC binding: 20%

14	COCCn1nnnc1CN(Cc1cc2cc(OC)c(OC)cc2[nH]c1=O)C1CCCC1
  CBFb-SMMHC binding: 31%

15	CCOC(=O)C1=CN(CC2CCCO2)C=C(C(=O)OCC)C1c1ccccc1C(F)(F)F (stereo not given)
  CBFb-SMMHC binding: -21%

16	N#Cc1c(-c2ccccc2)c(C#N)c2nc3ccccc3n2c1N
  CBFb-SMMHC binding: 23%

17	CC(C)N1CC=C2C(C#N)=C(N)C(C#N)(C#N)[C@H](c3ccoc3)[C@H]2C1
  CBFb-SMMHC binding: 26%

18	COc1cc2nc3c4ccccc4n(CC#N)c3nc2cc1OC
  CBFb-SMMHC binding: 30%

19	CCN(CC)c1ccc2cc(C=O)c(=O)oc2c1
  CBFb-SMMHC binding: i

20	CCOC(=O)c1sc(Nc2nc3c(F)cccc3s2)cc1C
  CBFb-SMMHC binding: 4%

A portion taken from the entries so far, for reference:
5	CNC(=O)C1(C)C=CCN1C(=O)c1ccccc1 (stereo not given)
  CBFb-SMMHC binding: -8%

6	Cc1c(C(=O)O)cccc1-n1c(C)cc(C=O)c1C
  CBFb-SMMHC binding: -10%

7	Cc1cc(-n2c(=O)c(C#N)cc3c(=O)n4ccccc4nc32)no1
  CBFb-SMMHC binding: 20%

8	CC(C)Cn1nc(NC(=O)c2ccco2)c2cc3ccccc3nc21
  CBFb-SMMHC binding: -5%

9	COc1cc2nc(/C=C/c3ccc(N(C)C)cc3)sc2cc1SC
  CBFb-SMMHC binding: -18%

Fetched one by one from above:
16	N#Cc1c(-c2ccccc2)c(C#N)c2nc3ccccc3n2c1N
  CBFb-SMMHC binding: 23%

12	CCOCCCn1c(=NC(=O)c2cccs2)c(C#N)cc2c(=O)n3cccc(C)c3nc21
  CBFb-SMMHC binding: -10%

18	COc1cc2nc3c4ccccc4n(CC#N)c3nc2cc1OC
  CBFb-SMMHC binding: 30%

14	COCCn1nnnc1CN(Cc1cc2cc(OC)c(OC)cc2[nH]c1=O)C1CCCC1
  CBFb-SMMHC binding: 31%

Individual results from the entries so far.
In CBFb-SMMHC binding, cpd 16 is listed with 23%
In CBFb-SMMHC binding, cpd 20 is listed with 4%

Next part:
21	O=C1/C(=C/c2ccc(O)c(O)c2)Oc2cc(O)ccc21
  CBFb-SMMHC binding: -7%

22	O=C(Oc1ccc2c3c(c(=O)oc2c1)CCCC3)c1ccco1
  CBFb-SMMHC binding: 43%

23	N#Cc1c2ccc(O)cc2n2ccccc12
  CBFb-SMMHC binding: 0%

24	N#Cc1c(-c2ccc(F)cc2)c2c([nH]c1=O)-c1ccccc1OC2
  CBFb-SMMHC binding: -3%

25	Cc1ccc(S(=O)(=O)NC(C(=O)Oc2cc3oc(=O)cc(C)c3cc2Cl)C(C)C)cc1 (stereo not given)
  CBFb-SMMHC binding: 44%

26	N#CC1(C#N)C(c2ccccc2)OC23CCCCC2C1(C#N)C(=N)O3 (stereo not given)
  CBFb-SMMHC binding: 19%

27	O=c1oc2cc(O)ccc2c2c1CCCC2
  CBFb-SMMHC binding: 15%

28	CN(CCC#N)c1ccc(/C=C(\C#N)c2ccccn2)cc1
  CBFb-SMMHC binding: i

29	CCCCn1nc(NC(=O)c2cccs2)c2cc3ccccc3nc21
  CBFb-SMMHC binding: 12%

30	CCOC(=O)C1CCN(C(=O)c2cc3c(=O)n4ccccc4nc3n2C)CC1
  CBFb-SMMHC binding: -58%

31	COc1ccc(/C=C/c2nnc(NC(=O)CSc3ccc(C)cc3)s2)cc1
  CBFb-SMMHC binding: 7%

32	COc1ccc(/C=N/S(=O)(=O)c2ccccc2)cc1OC
  CBFb-SMMHC binding: -9%

33	CCCn1c(=NC(=O)c2c(-c3c(F)cccc3Cl)noc2C)c(C(=O)OCC)cc2c(=O)n3ccccc3nc21
  CBFb-SMMHC binding: -17%

34	Cc1ccc(S(=O)(=O)NNc2ccccc2)cc1
  CBFb-SMMHC binding: -17%

35	CCOCCCn1c(=N)c(C(=O)NCc2ccc3c(c2)OCO3)cc2c(=O)n3cccc(C)c3nc21
  CBFb-SMMHC binding: 2%

36	CCN(CC)Cc1c(O)c(Cl)cc2c(C)c(C)c(=O)oc12
  CBFb-SMMHC binding: 15%

37	CNC(=O)c1c(NC(=O)c2nc3ccccc3s2)sc2c1CCC2
  CBFb-SMMHC binding: 18%

38	COc1ccc(C2=CC(c3c(C)nn(-c4ccccc4)c3Cl)n3nnnc3N2)cc1OC (stereo not given)
  CBFb-SMMHC binding: -1%

39	CCN(CC)C(=O)C1(P(=O)(c2ccccc2)c2ccccc2)CCC1
  CBFb-SMMHC binding: -6%

40	CCC(C)n1c(=N)c(C#N)cc2c(=O)n3ccccc3nc21 (stereo not given)
  CBFb-SMMHC binding: 47%

41	CC(=O)C1=C(C)NC(C)=C(C(C)=O)C1c1ccccc1
  CBFb-SMMHC binding: -18%

Screening results deposited in PubChem BioAssay by Sanford-Burnham Center for Chemical Genomics.
